Screening results (PubChem BioAssay)
IDH1 R132H inh – inhibitors of human mutant IDH1 R132H; O75874; IDH1-R132H enzyme, NADPH consumption, diaphorase/resazurin fluorescence; Potency, µM (top dose mostly 76.6 µM), without a hit: at the top dose activity change, negative = inhibition, actives largely listed as inhibitors; hit rate 0.093% among 390,000; AID 602179; further: potency means the concentration at half of the fitted maximal effect; on the % scale 0 is the no-effect control and ±100 the full control effect; nearly all actives have a fitted effect of over 65% in size
Target sequence (O75874 whole entry R132H, stated change not applied): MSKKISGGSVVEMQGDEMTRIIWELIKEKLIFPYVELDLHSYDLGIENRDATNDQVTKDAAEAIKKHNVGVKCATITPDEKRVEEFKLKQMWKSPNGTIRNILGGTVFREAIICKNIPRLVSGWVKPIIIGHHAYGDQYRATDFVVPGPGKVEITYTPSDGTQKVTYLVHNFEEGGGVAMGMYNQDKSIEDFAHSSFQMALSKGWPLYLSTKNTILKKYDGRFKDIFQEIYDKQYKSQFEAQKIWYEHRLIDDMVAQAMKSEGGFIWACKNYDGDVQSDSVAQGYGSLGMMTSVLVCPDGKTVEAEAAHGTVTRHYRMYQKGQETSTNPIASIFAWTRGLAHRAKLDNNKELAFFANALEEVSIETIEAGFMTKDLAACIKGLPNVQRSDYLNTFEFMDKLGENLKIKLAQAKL
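IDH1-R132H (0.5 ug/mL) preincubated 30 min with compound, then NADPH (0.016 mM) and alpha-KG (2 mM) added; 80 min at RT, pH 7.5. Remaining NADPH coupled via diaphorase/resazurin to fluorescence (540/590 nm); concentration-response curves normalized to no-enzyme control.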
USP1 inh – blocks the human USP1/UAF1 deubiquitinase complex. recombinant USP1/UAF1, Ub-Rhodamine cleavage fluorescence. Potency, µM (series often up to 57.1 µM), without a hit: top-dose activity change, negative = inhibition, usual class: inhibitors. hit rate 0.23% among 390,000; further: potency means the concentration at half of the fitted maximal effect; on the % scale 0 is the no-effect control and ±100 the full control effect; nearly all actives have a fitted effect of over 60% in size; inactives centre near -12
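High-throughput fluorogenic screen: 1nM USP1/UAF1 complex, Ub-Rho substrate 150nM final, 50mM HEPES pH 7.8 with 0.5mM EDTA, 0.1 mg/ml BSA, 1mM TCEP and 0.01% Tween-20.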
Glioma ERSR ind – induces the endoplasmic reticulum stress response in human glioma cells. U87-MG GRP78 promoter luciferase reporter, 16 h. Potency, µM, for inactives: at the highest dose activation, actives largely listed as activators. hit rate 0.02% among 420,000; further: potency means the concentration at half of the fitted maximal effect; series mostly up to about 76 µM; % of control where 0% means no effect; nearly all actives have a fitted effect of over 35% in size
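ERSR induction read as luciferase luminescence (Bright-Glo, 10 min at room temperature) in stably transfected human U87-MG glioma cells exposed to compounds for 16 h, using GRP78 as sensor.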
LDHA inh – inhibitors of human lactate dehydrogenase A. activity change, % (values are at about 110 or 230 µM). hit rate 0.15% among 480,000. purified LDHA, NADH/diaphorase-resazurin fluorescence; stronger effect = lower value; in the data active means activity change below about -30%; inconclusive means mostly about -25% to -30%;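 further: plate controls were DMSO wells for no effect and wells without enzyme for full effect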
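Enzyme activity of human lactate dehydrogenase 5 (2 nM; 0.06 mM NADH, 0.2 mM pyruvate, 5 min, RT) is measured via a resazurin/diaphorase fluorescence readout of residual NADH.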
PI4K2A block – blocks human PI4K2A kinase activity; purified PI4K2A, ADP-Glo luminescence, 1 h; stronger effect = lower value; activity change, negative = inhibition, % at 76.9 µM; hit rate 0.13% among 420,000; AID 1346378; in the data active means activity change below about -50%; inconclusive means mostly about -30% to -49%;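 further: -100% = wells without enzyme as full effect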
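In this quantitative HTS, ADP production by PI4K2A was quantified luminescently after 1 h at ambient temperature; 100 microM adenosine served as plate-quality control.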
TrxR1 substrate – substrates of rat thioredoxin reductase 1 | purified TrxR1 substrate turnover, NADPH consumption readout | Potency, µM (series often up to 114 µM), for inactives: top-dose activity change, negative = substrate turnover | hit rate 0.01% among 390,000 | AID 588456; further: potency means the concentration at half of the fitted maximal effect; on the % scale 0 is the no-effect control and ±100 the full control effect; nearly all actives have a fitted effect of over 50% in size
Target sequence (O89049 whole entry, looked up): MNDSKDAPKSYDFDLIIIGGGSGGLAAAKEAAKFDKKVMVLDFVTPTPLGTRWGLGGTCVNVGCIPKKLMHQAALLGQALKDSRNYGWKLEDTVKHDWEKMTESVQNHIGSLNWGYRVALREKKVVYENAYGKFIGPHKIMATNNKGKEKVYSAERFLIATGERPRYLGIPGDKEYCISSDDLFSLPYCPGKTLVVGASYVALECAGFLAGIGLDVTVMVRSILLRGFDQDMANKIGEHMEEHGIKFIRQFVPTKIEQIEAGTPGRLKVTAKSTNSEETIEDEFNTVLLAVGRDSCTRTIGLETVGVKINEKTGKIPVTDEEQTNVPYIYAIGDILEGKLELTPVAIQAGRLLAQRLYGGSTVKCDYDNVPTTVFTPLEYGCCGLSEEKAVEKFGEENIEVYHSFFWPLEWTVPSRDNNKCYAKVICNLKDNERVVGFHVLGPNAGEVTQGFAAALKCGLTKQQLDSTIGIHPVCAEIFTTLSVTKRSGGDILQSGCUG
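Rat TrxR1, dispensed at 90 nM, was prereduced with 400 uM NADPH (final) for 5 min at ~22 deg C, then incubated with compound 15 min before 400 uM selenite. A first-read NADPH fluorescence drop versus no-compound background flagged substrates.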
Vif-APOBEC3F blk – inhibitors of Vif-A3F interaction | hit rate 0.2% among 390,000 | HeLa A3F-eYFP + Vif (tagged APOBEC3F with the HIV-1 protein that degrades it), YFP fluorescence increase | Potency, µM (doses to about 46.1 µM), without a hit: at the highest dose activity, negative = active | AID 602313; further: potency means the concentration at half of the fitted maximal effect; % of control where 0% means no effect; nearly all actives have a fitted effect of over 65% in size
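HeLa cells stably expressing Vif plus C-terminally eYFP-tagged A3F were seeded, incubated overnight at 37 deg C, dosed with compound, incubated overnight again at 37 deg C. Yellow fluorescence (Ex 488/Em 500-530) reported blocked Vif-mediated A3F-eYFP degradation.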
Vif-APOBEC3G blk – Vif-A3G binding inhibition. Q9HC16. HeLa A3G-eYFP + Vif (tagged APOBEC3G with the HIV-1 protein that degrades it), YFP fluorescence, overnight. Potency, µM (doses to about 46.1 µM), for the others: at the highest dose activity, negative = active, actives largely listed as inhibitors. hit rate 0.076% among 410,000. AID 602310;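 further: potency means the concentration at half of the fitted maximal effect; on the % scale 0 is the no-effect control and ±100 the full control effect; nearly all actives have a fitted effect of over 60% in size; hits raise eYFP signal because A3G escapes Vif-driven loss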
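HeLa cells stably expressing Vif and C-terminally eYFP-tagged A3G, seeded overnight at 37 deg C, then exposed to compound by pintool overnight at 37 deg C. Rise in yellow fluorescence (Ex 488/Em 500-530, Acumen) marks blocked Vif-driven A3G degradation.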
RXFP1 ag – activates the human relaxin receptor RXFP1. HEK293T-RXFP1 cAMP TR-FRET, 30 min; response scale: percent of porcine relaxin response, buffer zero. hit rate 0.3% among 370,000. Q9HBX9. Potency, µM (series often up to 57.5 µM), without a hit: at the highest dose activation, hits mostly activators; further: potency means the concentration at half of the fitted maximal effect; on the % scale 0 is the no-effect control and ±100 the full control effect; nearly all actives have a fitted effect of over 60% in size; many of its hits are not listed in these tables
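HEK293T cells stably expressing RXFP1 were pretreated with the PDE4 inhibitor Ro 20174, exposed to compounds for 30 min at 37C, lysed, and cAMP was read by TR-FRET. Data normalized to buffer (basal) and 29 nM porcine relaxin (100%).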
Numbers without * were called inactive; ? = inconclusive; · = no result given; [ ] = another dose, or the depositor's remark. Unless noted, the call rests on the fitted dose curve; in most records, active means well fitted curve in the direction sought with a large enough effect; inconclusive means small, poorly fitted or top-dose-only effect, or another doubt; inactive means no such curve, though single readings can be large; an effect the other way counts as inactive or inconclusive. Only part of the results is shown, so the mix of outcomes need not match the whole.

Sample of the layout (nine entries):
SMILES | IDH1 R132H inh | USP1 inh | Glioma ERSR ind | LDHA inh | PI4K2A block | TrxR1 substrate | Vif-APOBEC3F blk | Vif-APOBEC3G blk | RXFP1 ag
CCOC(=O)c1nn(-c2ccc(Cl)cc2)c2nc(Nc3ccccc3)cc(=O)n12 | 13% | -6% | -2% | -5 | 0 | -7% | -6% | 0% | -0.6%
O=C(N=C1SC2CS(=O)(=O)CC2N1c1ccccc1)C1CC1 (configuration not stated) | 4% | -15% | -4% | 0 | 1 | 7% | -1% | -4% | 2.3%
COc1ccc(CCNC(=O)c2ccc(CN3CCC(Cc4ccccc4)CC3)cc2)cc1 | 3% | 6% | -4% | -1 | 1 | -4% | 2% | 0% | 0.3%
Clc1cccc(-c2ccc(C=Nc3ccc(N4CCOCC4)cc3)o2)c1Cl | 14% | ? | 3% | 11 | -11 | -3% | 0% | 1% | -1.2%
COc1ccc(-c2csc(NS(=O)(=O)c3ccc([N+](=O)[O-])cc3)n2)cc1 | 2% | -10% | 0% | 0 | -2 | 4%[57.1 µM] | 6% | 3% | 1.6%
COc1cccc(S(=O)(=O)NCc2ccc(C(=O)NCc3ccco3)cc2)c1 | 1% | -18% | 0% | -2 | -6 | 6%[57.1 µM] | -9% | 1% | 0.3%
Cc1cc(NC(=O)C2CCCCC2C(=O)O)no1 (configuration not stated) | 2% | -13% | -3% | 1 | -11 | -10% | -2% | 1% | 0.8%
O=C(Nc1cccnc1)c1ccc(Cl)c(S(=O)(=O)N2CCOCC2)c1 | 1% | -12% | -4% | -7 | 4 | 2% | -9% | 2% | -1.8%
COCCNC(=O)C(c1ccc(C)cc1)N(CCOC)C(=O)CCC(=O)Nc1ccccn1 (configuration not stated) | 4% | -9% | -6% | -1 | -25 | 10%[0.0914 µM] | 10% | 1% | 2.1%

All compounds of this part, previewed entries included:
SMILES | IDH1 R132H inh | USP1 inh | Glioma ERSR ind | LDHA inh | PI4K2A block | TrxR1 substrate | Vif-APOBEC3F blk | Vif-APOBEC3G blk | RXFP1 ag
CCOC(=O)c1nn(-c2ccc(Cl)cc2)c2nc(Nc3ccccc3)cc(=O)n12 | 13% | -6% | -2% | -5 | 0 | -7% | -6% | 0% | -0.6%
O=C(N=C1SC2CS(=O)(=O)CC2N1c1ccccc1)C1CC1 (configuration not stated) | 4% | -15% | -4% | 0 | 1 | 7% | -1% | -4% | 2.3%
COc1ccc(CCNC(=O)c2ccc(CN3CCC(Cc4ccccc4)CC3)cc2)cc1 | 3% | 6% | -4% | -1 | 1 | -4% | 2% | 0% | 0.3%
Clc1cccc(-c2ccc(C=Nc3ccc(N4CCOCC4)cc3)o2)c1Cl | 14% | ? | 3% | 11 | -11 | -3% | 0% | 1% | -1.2%
COc1ccc(-c2csc(NS(=O)(=O)c3ccc([N+](=O)[O-])cc3)n2)cc1 | 2% | -10% | 0% | 0 | -2 | 4%[57.1 µM] | 6% | 3% | 1.6%
COc1cccc(S(=O)(=O)NCc2ccc(C(=O)NCc3ccco3)cc2)c1 | 1% | -18% | 0% | -2 | -6 | 6%[57.1 µM] | -9% | 1% | 0.3%
Cc1cc(NC(=O)C2CCCCC2C(=O)O)no1 (configuration not stated) | 2% | -13% | -3% | 1 | -11 | -10% | -2% | 1% | 0.8%
O=C(Nc1cccnc1)c1ccc(Cl)c(S(=O)(=O)N2CCOCC2)c1 | 1% | -12% | -4% | -7 | 4 | 2% | -9% | 2% | -1.8%
COCCNC(=O)C(c1ccc(C)cc1)N(CCOC)C(=O)CCC(=O)Nc1ccccn1 (configuration not stated) | 4% | -9% | -6% | -1 | -25 | 10%[0.0914 µM] | 10% | 1% | 2.1%
CC1(C(=O)NS(=O)(=O)c2ccc(C#N)cc2)CCN1C(=O)Cc1ccc(-c2ccccc2)cc1 (configuration not stated) | · | · | -6% | -17 | -9 | · | · | -4% | ·
CC1CCC2(CC1)NC(=O)N(CC(=O)Nc1cccnc1Cl)C2=O (configuration not stated) | -9% | -10% | -7% | -13 | -1 | 4% | -9% | 1% | -0.2%
COc1ccc(-c2nn(-c3ccccc3)cc2C=O)cc1[N+](=O)[O-] | 6% | -11% | 1% | 2 | 2 | 1% | 0% | -9% | 1.5%
O=C1OC(CN2CCOCC2)CN1N=Cc1ccc([N+](=O)[O-])o1 (configuration not stated) | 3% | -2% | -2% | 0 | -13 | -11% | -6% | 0% | -0.2%
Cc1cccc(N(C)S(=O)(=O)c2nnc(NC(=O)C3CCCCC3)s2)c1 | 4% | -18% | 4% | -1 | 2 | 98%[activator] | -10% | 5% | 1.0%
CC1CCN(C(=O)COC(=O)c2ccc(=O)n(Cc3ccccc3)n2)CC1 | 7% | -16% | -5% | -2 | -3 | -10% | -22% | 0% | 2.3%
COc1cccc(CCNC(=O)c2cc(COc3c(F)cccc3F)on2)c1 | -1% | -11% | -1% | -3 | 1 | -5% | 0% | 4% | 2.6%
O=C(CN1CCC(O)(c2ccccc2F)CC1)NCCc1c[nH]c2ccccc12 | 0% | -16% | -1% | -8 | -1 | 5% | -8% | 4% | 1.6%
Cc1ccc(NC(=O)N2CCCC2C(=O)NCC2CCCCC2)cc1 (configuration not stated) | 3% | 1% | 1% | -3 | 1 | 4% | -16% | 0% | 2.3%
CCCc1nc2c(ccc3ccccc32)cc1CC | 2% | -20% | -5% | 0 | 4 | 2% | -7% | 0% | 0.1%
Cc1[nH]nc2c1C(c1ccccc1F)CC(=O)N2 (configuration not stated) | 6% | -11% | -3% | -1 | 2 | 3% | -5% | 1% | 0.8%
O=C(NCc1ccccc1)c1ccc2nccnc2c1 | 0% | -9% | -2% | -6 | -3 | 11%[57.1 µM] | 2% | -2% | 2.3%
CC(C)c1ccc(NC(=O)NC(C)c2ccc3c(c2)OCO3)cc1 (configuration not stated) | 1% | -3% | -3% | -6 | 0 | -16% | -13% | 0% | 0.2%
CC(=O)Nc1nc2c(s1)C(=O)NCCC2 | 5% | ? | -2% | -12 | 3 | 8%[57.1 µM] | 13% | 1% | 2.9%
CC(C)N(CCCNC(=O)Cn1c(=O)c2cccn2c2ccc(F)cc21)Cc1ccccc1 | 21% | -18% | -1% | -3 | -8 | 0% | -1% | 2% | 3.1%
CCNC(=O)NC(=O)COC(=O)C1CSC2(C)CCC(=O)N12 (configuration not stated) | 9% | -22% | 0% | 1 | 1 | 7% | -1% | 4% | 2.0%

More results:
SMILES | IDH1 R132H inh | USP1 inh | Glioma ERSR ind | LDHA inh | PI4K2A block | TrxR1 substrate | Vif-APOBEC3F blk | Vif-APOBEC3G blk | RXFP1 ag
O=C(COC(=O)CN=C1NS(=O)(=O)c2ccccc21)Nc1ccccc1OC(F)F | 3% | -3% | -2% | -1 | -1 | 3% | 4% | 0% | 1.4%
CC12CNCC(C)(CN(C(c3ccccc3)c3ccccc3)C1)C2 | -12% | 7% | -9% | -4 | -8 | 3% | -4% | -6% | -1.0%
CCCN1C(=O)C(Cc2nc3ccccc3c(=O)n2C)c2ccccc21 (configuration not stated) | 0% | -14% | -2% | -7 | 0 | 8% | 0% | 3% | -0.7%
COc1ccc(C2c3cc(OC)c(OC)cc3CCN2C(=O)c2ccccc2Br)cc1OC (configuration not stated) | 0% | 2% | -1% | -5 | 0 | -5% | 7% | 6% | 1.6%
CCCNC(=O)Cn1c(=O)/c(=C\c2ccc(-c3ccc([N+](=O)[O-])cc3)o2)s/c1=C\C(=O)C(C)(C)C | 2% | 122%[activator] | -1% | 3 | 6 | -12%[57.1 µM] | -394% | 2% | 7.3%
COc1cccc(C(=O)Nc2cc(C)c3c(=O)oc4ccccc4c3n2)c1 | -3% | -15% | -3% | -11 | 1 | 4% | 2% | -4% | 0.0%
NC(=O)c1ncc(C(F)(F)F)cc1Cl | 15% | -3% | -6% | -13 | 0 | 3% | 4% | 1% | -0.6%
CCc1nnc(NC(=O)C2CCC(CNc3c(N4CCC(C)CC4)c(=O)c3=O)CC2)s1 (configuration not stated) | 1% | -19% | -1% | -1 | -4 | -1% | 13% | 0% | 11%
CCOc1ccc2ccccc2c1CNCCc1ccc(S(N)(=O)=O)cc1 | -4% | -10% | -3% | -10 | -2 | -4% | -7% | 2% | 2.2%
COc1ccc(CCNC(=O)CSc2nc3[nH]ncc3c(=O)n2-c2ccccc2OC)cc1OC | -7% | -7% | 0% | 4 | -2 | -6% | -5% | -5% | -0.5%
CCN(C(=O)CSc1ccc2ccccc2c1)C1CCS(=O)(=O)C1 (configuration not stated) | 4% | -12% | -1% | -5 | 5 | 2% | 2% | -1% | 0.0%
CCN(CC(=O)Nc1c(F)cccc1F)C(=O)CCN1C(=O)c2cccc([N+](=O)[O-])c2C1=O | 1% | ? | -2% | -1 | 2 | -3% | 1% | 2% | 2.2%
COc1ccc(CNC(=O)CC2C(=O)NCCN2CC(C)(C)C)c(OC)c1 (configuration not stated) | 12% | -27% | -2% | 4 | -2 | 2% | -12% | -3% | 2.3%
COc1cccc(CNc2nc3cc(-c4ccccc4)sc3c(=O)n2C)c1OC | · | · | -1% | 0 | 0 | · | · | -12% | ·
